Tau ThT inhib – inhibitors of human tau fibril formation, thioflavin T binding; 2.1% of 270,000 active; recombinant tau K18 P301L, heparin-induced fibrillization, ThT fluorescence; Potency, µM (series often up to 57.4 µM), for inactives: top-dose activity, negative = inhibition, hits mostly inhibitors; further: on the % scale 0 is the no-effect control and ±100 the full control effect; nearly all actives have a fitted effect of over 55% in size
Target sequence (P10636 561-689 P618L limits assumed): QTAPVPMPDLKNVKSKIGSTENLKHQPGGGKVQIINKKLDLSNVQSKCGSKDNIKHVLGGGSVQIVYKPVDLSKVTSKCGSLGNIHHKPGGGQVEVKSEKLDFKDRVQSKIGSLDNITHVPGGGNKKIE
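Aggregation was driven by heparin (20 uM final) acting on recombinant tau […] bearing P301L in 100 mM sodium acetate pH 7; fibrils were detected with Thioflavin T.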
HTT cytoprotect – protects HTT-Q103 PC12 cells, measured by ATP; PC12 HTT-Q103 induced, cytoprotection, ATP luminescence, 40 h; Potency, µM (top dose mostly 56.4 µM), without a hit: cytoprotection (ATP increase), usual class: activators; 0.14% of 230,000 active;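 further: % of control where 0% means no effect; nearly all actives have a fitted effect of over 45% in size; toxic huntingtin expression switched on by the ecdysone agonist tebufenozide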
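Rat PC12, Q103 Htt exon1-GFP fusion, ecdysone promoter; tebufenozide inducer 100 nM final; compound titration; qHTS, 1500 cells/well; ATPlite luminescent read.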
GAA inhib – alpha-glucosidase (human) inhibition | P10253 | purified human GAA, 4-MU-alpha-glucoside fluorescence | Potency, µM (doses to about 76.9 µM), without a hit: at the top dose activity change, negative = inhibition, most hits filed as inhibitors | 0.005% of 200,000 active;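 further: plate controls were uninhibited enzyme wells for no effect and no-enzyme background for full effect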
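Fluorescence at Ex 365/Em 440 nm from 4-methylumbelliferone reported enzyme activity after 20 min at room temperature. Reactions used 4 nM enzyme and 400 uM substrate at pH 5.0; curves fitted with the Hill equation.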
Tau fluor counter – counter-screen for tau fibril formation inhibitors; tau K18 P301L Alexa594 fluorescence, heparin fibrillization; Potency, µM (titrated, usually from 57.7 µM), for the others: top-dose activity change, negative = decrease; 0.93% of 280,000 active; AID 1463; further: on the % scale 0 is the no-effect control and ±100 the full control effect; nearly all actives have a fitted effect of over 55% in size
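Human K18 P301L tau (15 uM unlabeled plus 0.24 uM Alexa 594-labeled, final) in 100 mM sodium acetate pH 7 was mixed with compound and 20 uM heparin and incubated 6 hr at 37 C.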
GLA spleen mod – inhibits or activates alpha-galactosidase in human spleen homogenate; P06280; human spleen homogenate, 4MU-alpha-Gal fluorescence, 40 min; Potency, µM (top dose mostly 80 µM), for inactives: top-dose activity change, negative = inhibition, hits mostly inhibitors; 0.008% of 240,000 active;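 further: 0% = enzyme with vehicle and -100% = no enzyme basal signal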
Target sequence (P06280 32-429 limits assumed): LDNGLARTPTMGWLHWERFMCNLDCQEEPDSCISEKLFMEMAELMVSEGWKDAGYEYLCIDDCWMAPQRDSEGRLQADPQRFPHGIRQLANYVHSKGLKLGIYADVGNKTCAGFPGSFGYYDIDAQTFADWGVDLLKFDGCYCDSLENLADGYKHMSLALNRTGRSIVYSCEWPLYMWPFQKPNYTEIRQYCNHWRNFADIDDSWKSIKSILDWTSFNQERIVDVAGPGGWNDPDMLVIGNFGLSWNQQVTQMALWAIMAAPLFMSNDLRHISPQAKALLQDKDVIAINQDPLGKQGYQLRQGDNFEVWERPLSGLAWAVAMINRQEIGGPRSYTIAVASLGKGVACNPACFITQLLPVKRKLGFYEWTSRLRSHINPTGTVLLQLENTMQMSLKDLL
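Human spleen homogenate (1 ug) as enzyme source, 4-methylumbelliferyl-alpha-D-galactopyranoside 1 mM final, citrate/phosphate pH 5.0 with 0.01% Tween-20. Compounds 40 min at 37C, NaOH/glycine stop; fluorescence Ex 365/Em 440, Hill-fit AC50.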
aGlu spleen mod – lysosomal alpha-glucosidase (human) modulation; human spleen homogenate, 4-MU-alpha-glucoside fluorescence; 0.006% of 240,000 active; P10253; Potency, µM (highest dose often 79.9 µM), for the others: at the highest dose activity change, negative = inhibition, usual class: inhibitors;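 further: 0% = enzyme with vehicle and -100% = no enzyme basal signal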
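Human spleen homogenate (1 ug) incubated with compounds and 1 mM 4-methylumbelliferyl-alpha-D-glucopyranoside in pH 5.0 citrate/phosphate buffer, 37 C, 40 min. Stopped at pH 10; 4-MU fluorescence (Ex 365/Em 440 nm); AC50 by Hill fit.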
GAA glycogen mod – GAA glycogen-cleavage inhibition or activation; Potency, µM (titrated, usually from 76.4 µM), for inactives: top-dose activity change, negative = inhibition, most hits filed as inhibitors; recombinant GAA, glycogen substrate, Amplex Red glucose oxidase fluorescence; AID 2100; 0.38% of 300,000 active; P10253;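 further: 0% = full enzyme reaction and -100% = no-enzyme basal signal; the screen sought inhibitors and activators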
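Recombinant enzyme (4 nM final) with compounds titrated up to 77 uM and bovine liver glycogen (30 ug) in citrate pH 5.0, 0.01% Tween-20, 37 C 40 min. Released glucose detected by Amplex Red/glucose oxidase (Ex 573/Em 610); AC50 from Hill fits.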
Tau fibril FP – inhibitors of human tau fibril formation | K18 P301L tau heparin fibrillization, Alexa594 FP, 6 h | 0.39% of 280,000 active | P10636 | Potency, µM (titrated, usually from 57.7 µM), without a hit: top-dose activity, negative = inhibition, usual class: inhibitors | AID 1468; further: on the % scale 0 is the no-effect control and ±100 the full control effect; nearly all actives have a fitted effect of over 55% in size
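Heparin (20 uM) drove fibril formation of recombinant tau K18 P301L, 15 uM unlabeled with 0.24 uM Alexa 594 label, for 6 hr at 37 C in 100 mM sodium acetate pH 7. Fluorescence polarization (555/632 nm) read 1 hr after 30 uM ThT.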
* marks the source's active call; other numbers are inactive results; ? = inconclusive; / = no result given; & = joins results of further samples; [ ] = remark or other dose. The call rests on the fitted dose curve; in most records, active means well fitted curve in the direction sought with a large enough effect; inconclusive means small, poorly fitted or top-dose-only effect, or another doubt; inactive means no such curve, though single readings can be large; an effect the other way counts as inactive or inconclusive. Potency means the concentration at half of the fitted maximal effect.

cpd | SMILES | Tau ThT inhib | HTT cytoprotect | GAA inhib | Tau fluor counter | GLA spleen mod | aGlu spleen mod | GAA glycogen mod | Tau fibril FP
1 | CCC(C)NC(=O)CN1C(=O)CN=C(c2ccccc2)c2ccccc21 (centres undefined) | -1.9% | -33.5%[inhibitor] | 11.4% | -0.7% | -2.2% | -0.2% | -8.8% | -1.5%
2 | COCCCOc1ccnc(CS(=O)c2nc3ccccc3[nH]2)c1C (centres undefined) | 10µM* | -172.9%[inhibitor] | / | -24.9% | -9.0% | -0.6% | ? | ?
3 | CCOc1ccc(CN(CCc2ccc3c(c2)OCO3)Cc2ccc(C)cc2)cc1 | -2.7% | / | / | -5.2% | / | / | 2.7%[76.3 µM] | -0.7%
4 | C=CCn1c(O)c(/C=N/N2CCOCC2)c(=O)[nH]c1=S | -10.0% | -15.1%[10 µM] | 8.5% | -2.0% | -7.0% | -5.1% | 4.1% | -2.1%
5 | Cc1ccc(-c2nc3ccccc3c(=O)n2-c2cc(C)ccn2)cc1 | ? | -26.6% | 9.3% | -10.8% | ? | 9.2% | -9.2% | 2.0%
6 | c1ccc(CC(NCc2ccco2)c2ccccc2)cc1 (centres undefined) | ? | -12.7% | 2.8% | -22.3% | -13.4% | -2.0% | 13.8% | -9.3%
7 | Cc1ccc(NC(=O)N(Cc2ccc3c(c2)OCO3)C2CCN(Cc3ccccc3)CC2)cc1Cl | -9.2% | / | / | -17.9% | / | / | -13.0%[76.3 µM] | -5.2%
8 | O=c1[nH]c2ccccc2c(=O)n1-c1ccc(Cl)cc1Cl | -2.6% | -35.8%[inhibitor] | 14.0% | -1.5% | 0.6% | -19.5% | 5.1% | -4.1%
9 | O=c1c2ccccc2nc(-c2cccs2)n1-c1ccccc1 | -10.1% | 23.1% | -13.8% | -6.4% | 5.9% | -17.1% | 0.0% | -3.1%
10 | CCCCCn1c(=O)c(C(=O)Nc2nc(CC(=O)OCC)cs2)c(O)c2ccccc21 | -8.7% | -60.8%[inhibitor] | -10.1% | -12.7% | -1.1% | 5.9% | -8.7% | 6.4%
11 | O=C(O)c1ccccc1N=Nc1c(O)[nH]c(=O)[nH]c1=O | -4.1% | 8.1%[10 µM] | -5.1% | 9.5% | -10.6% | -6.2% | 3.5% | 4.9%
12 | CCC12CN3CC(CC)(CN(C1)C3c1c(C)[nH]c(=O)[nH]c1=O)C2=O (centres undefined) | 6.9% | / | / | 3.6% | / | / | 0.3%[76.3 µM] | 1.5%
13 | O=C(CN1CC(c2ccccc2)CC1=O)NCc1ccc(F)cc1 (centres undefined) | -12.3% | -0.1% | 1.8% | -10.6% | 6.3% | -0.1% | 2.5% | 0.2%
14 | Cc1ccc(N2C(=O)NC(=O)/C(=C\c3ccc([N+](=O)[O-])o3)C2=O)cc1 | 22.4µM* | -7.0% | -5.7% | -14.9% | -2.5% | 0.8% | -7.9% | ?
15 | c1cncc(C2CCCN2)c1 (centres undefined) | -9.0% | 5.6% | / | -5.4% | -11.7% | 5.0% | / | -10.2%

Complete entries, quoted from the list.
c1ccc(CC(NCc2ccco2)c2ccccc2)cc1 (centres undefined) in the list: Tau ThT inhib: ?; HTT cytoprotect: -12.7%; GAA inhib: 2.8%; Tau fluor counter: -22.3%; GLA spleen mod: -13.4%; aGlu spleen mod: -2.0%; GAA glycogen mod: 13.8%; Tau fibril FP: -9.3%
CCC12CN3CC(CC)(CN(C1)C3c1c(C)[nH]c(=O)[nH]c1=O)C2=O (centres undefined) in the list: Tau ThT inhib: 6.9%; HTT cytoprotect: /; GAA inhib: /; Tau fluor counter: 3.6%; GLA spleen mod: /; aGlu spleen mod: /; GAA glycogen mod: 0.3%[76.3 µM]; Tau fibril FP: 1.5%

Going on with the list:
cpd | SMILES | Tau ThT inhib | HTT cytoprotect | GAA inhib | Tau fluor counter | GLA spleen mod | aGlu spleen mod | GAA glycogen mod | Tau fibril FP
16 | O=C1C2C3CCC(O3)C2C(=O)N1CCO (centres undefined) | 2.3% | 7.8%[10 µM] | / | -2.0% | 0.0% | -14.7% | 0.2% | -6.4%
17 | COc1ccc(-n2c(Cc3cccc([N+](=O)[O-])c3)nc3ccccc3c2=O)cc1 | 2.9% | 0.6%[10 µM] | 0.3% | 5.3% | 3.1% | -2.3% | 0.1% | 13.7%
18 | CCOC(=O)CN1C(=O)CC(C[C@@H](O)C2C[C@@H](C)C[C@H](C)C2=O)CC1=O (some centres undefined) | 5.6% | -25.3% | / | 4.7% | -1.2%&2.3% | 5.3%&-16.3% | / | -9.4%
19 | COC(=O)c1ccc(N2C(=O)CC(N3CCC(n4c(=O)[nH]c5ccccc54)CC3)C2=O)cc1 (centres undefined) | -11.7% | -4.0%[0.074 µM] | -5.1% | -6.3% | 5.4% | 0.9% | 0.7% | -2.7%
20 | O=C1/C(=C/c2cc3c(cc2Cl)OCO3)N2CCC1CC2 | -3.5% | 2.1%[10 µM] | -4.0% | 0.5% | -2.8% | -10.8% | 7.0% | -7.7%
21 | COc1ccc(/C=C2\C(=O)NC(=S)N(C)C2=O)cc1C | ? | 3.3%[10 µM] | 3.3% | -10.9% | -14.6% | -7.2% | -5.5% | -8.6%
22 | CN(C(=O)CSc1nc2ccc(NC(=O)COc3ccc(Cl)cc3)cc2s1)c1ccccc1 | -2.2% | / | / | -27.1% | / | / | 9.6%[76.3 µM] | ?
23 | c1cncc(C2CC(c3cccs3)n3ncnc3N2)c1 (centres undefined) | 0.3% | 15.0% | -0.3% | -4.1% | 4.8% | -3.9% | 0.0% | 1.4%
24 | COc1ccccc1C1C([N+](=O)[O-])=C(N)Oc2c1c(=O)oc1ccccc21 (centres undefined) | / | 6.8%[10 µM] | / | -4.8% | 7.9% | -0.5% | 3.0% | -5.4%
25 | CC1CC(OP(O)(=S)c2ccc(N(C)C)cc2NC(=O)c2cccs2)CC(C)(C)C1 (centres undefined) | ? | -23.0% | ? | -17.4% | 6.1% | ? | -8.7% | ?
26 | O=P(/C(=N/O)N1CCCCC1)(N1CCOCC1)N1CCOCC1 | 2.2% | -0.9% | -4.5% | -3.4% | 21.3% | -10.4% | -1.7% | -10.4%
27 | CN1c2ccc([N+](=O)[O-])cc2CC2(C(=O)NC(=O)N(c3ccc(Br)cc3)C2=O)C1c1ccccc1 (centres undefined) | 15.8µM* | 10.0%[10 µM] | ? | -14.2% | -1.1% | -1.4% | 0.0% | -1.0%
28 | COCc1ccc(CN2CCCC(C(=O)c3sccc3C)C2)o1 (centres undefined) | -3.8% | 25.7%[10 µM] | -4.8% | -4.6% | 5.8% | 1.4% | 0.2% | -5.4%
29 | O=C(CSc1ccc(-c2ccco2)nn1)Nc1ccccc1 | ? | ? | 1.7% | -24.3% | 2.7% | 4.0% | 10.3% | -12.7%
30 | O=P(Nc1ccccc1)(Nc1ccccc1)Oc1ccc(Cl)cc1 | -7.0% | -17.9% | 0.2% | -24.7% | -3.1% | -0.1% | -7.5% | -16.0%
31 | O=C(CN1CCCCC1)Nc1ccc(Br)cc1C(=O)c1ccccc1Cl | -15.5% | ? | -2.0% | -9.1% | 4.9% | -1.3% | 5.8% | 3.8%
32 | CN1CC(C(=O)c2ccc(Cl)cc2)C(c2ccccc2F)C1 (centres undefined) | 7.6% | -31.8%[inhibitor] | 5.8% | 6.6% | 8.9% | 1.1% | 2.8% | -4.5%
33 | Cc1onc(-c2c(Cl)cccc2Cl)c1C(=O)Nc1ccc2c(C(F)(F)F)cc(=O)oc2c1 | -12.9% | 13.1%[10 µM] | / | ? | 1.0% | 0.3% | 6.5% | ?
34 | CN1C(=O)C(=Cc2cc([N+](=O)[O-])ccc2N2CCCCC2)C(=O)N(C)C1=O | -11.1% | -0.3% | -8.1% | -5.9% | 6.3% | 5.9% | 7.1% | -3.1%
35 | CO[C@@H]1C[C@@H](C[C@H]2CC[C@H](C)[C@@H]([C@@H](C)C(=O)O)O2)O[C@]2(O[C@](C)([C@H]3CC[C@@](C)(C4OC([C@H]5O[C@@](O)(CO)[C@H](C)C[C@@H]5C)C[C@@H]4C)O3)C[C@H]2C)[C@@H]1C (some centres undefined) | -8.1% | -166.9%[inhibitor] | / | -6.4% | -11.7% | -3.2% | / | -0.5%
36 | Nc1c(C(=O)NCc2ccco2)c2nc3ccccc3nc2n1CCN1CCCCC1 | ? | -64.6%[inhibitor] | ? | ? | ? | 20.4% | 4.3% | -9.1%
37 | c1ccc(P(c2ccccn2)c2ccccn2)cc1 | 7.1% | -12.3%[10 µM] | ? | 9.4% | -1.5% | 2.2% | -17.9% | 11.2%
38 | O=C1CN=C(c2ccccc2F)c2cc(Cl)ccc2N1 | 10.6% | / | -10.8%[15.4 µM] | 10.9% | 2.6% | -5.7% | -1.0% | 9.9%
39 | CCc1cccc(CC)c1NC(=S)N1CC2CC(C1)c1cccc(=O)n1C2 (centres undefined) | -0.4% | 1.0%[10 µM] | -9.5% | -0.9% | 0.4% | 4.7% | -3.5% | 2.3%
40 | Cc1ccc(S(=O)(=O)NP(=O)(Oc2ccccc2)Oc2ccccc2)cc1 | -14.1% | 0.4% | 0.6% | -7.3% | 4.2% | -0.5% | 2.5% | 7.0%
41 | O=C1NC(=O)N(c2ccc3c(c2)OCO3)C(=O)/C1=C/c1cccs1 | ? | -40.5%[inhibitor] | 1.2% | -17.7% | -3.6% | -16.9% | 3.2% | -0.5%
42 | O=C1C2CCN(CC2)C1(CO)CO | ? | 15.5%[10 µM] | / | -6.3%&-2.5%&-3.5% | 5.2%&3.1%&-1.8%&0.7% | 5.5%&3.3%&2.4%&2.2% | / | -7.3%&-9.1%&-6.5%

Compound activity deposited in PubChem by National Center for Advancing Translational Sciences (NCATS).

Some of the compounds tested. The share of hits here may be higher or lower than overall.
